Assay outcomes from PubChem BioAssay.
AGP1-GFP MLPCN = modulators of TOR pathway AGP1-GFP in S. cerevisiae; GFP response vs DMSO, % at 10 µM; 0.02% of 320,000 active; S. cerevisiae AGP1-GFP multiplex flow cytometry, 3 h; GFP as percent of DMSO wells; AID 2066;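 active = GFP response relative to DMSO above a set limit, near screen average plus 3 SD, cut at about 150% in these data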;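 also: median GFP channel fluorescence of the gated AGP1 strain per well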
MCL1-BIM inh = MCL1-BIM-BH3 interaction inhibition (human) | GST-MCL1 / FITC-Bim-BH3 fluorescence polarization | Q07820 | 0.68% of 320,000 active | inhibition, % at 10.9 µM;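 active = inhibition above the mean inhibition of all tested compounds plus 3 SD, set per campaign, cut at about 40% in these data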;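 also: 0% = DMSO wells and 100% = unlabeled Bim-BH3 peptide control; higher means more loss of mP so more displacement of Bim peptide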
Target sequence (Q07820 whole entry, looked up): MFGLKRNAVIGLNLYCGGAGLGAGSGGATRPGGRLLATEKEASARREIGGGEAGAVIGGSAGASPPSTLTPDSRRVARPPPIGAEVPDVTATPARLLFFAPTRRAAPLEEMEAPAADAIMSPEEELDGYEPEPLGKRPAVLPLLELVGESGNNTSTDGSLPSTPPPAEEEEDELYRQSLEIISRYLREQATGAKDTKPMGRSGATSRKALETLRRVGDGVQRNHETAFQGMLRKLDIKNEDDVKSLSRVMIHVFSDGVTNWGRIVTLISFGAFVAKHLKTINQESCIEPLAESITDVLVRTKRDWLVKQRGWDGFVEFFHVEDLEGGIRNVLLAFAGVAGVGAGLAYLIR
GRK2 aptamer HTS = blocks RNA aptamer binding to human GRK2; bead flow cytometry, FAM-aptamer displacement from GRK2; P25098; inhibition of aptamer binding, % at 10 µM; 0.59% of 330,000 active;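 active = inhibition of aptamer binding above 40%, roughly 3 SD of noise, on plates passing a quality check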;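 also: median bead fluorescence of bound FAM aptamer so fluorescent compounds give negative values; no value below 0 was filed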
Bcl-xL primary = Bcl-xL (human) inhibition. Q07817. GST-Bcl-xL / FITC-Bim BH3 peptide fluorescence polarization. inhibition, % at 10.9 µM. 0.7% of 320,000 active. AID 2129;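 active = inhibition above the mean of all tested compounds plus 3 SD, cutoff set per campaign, cut at about 30% in these data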;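 also: 0% = DMSO wells and 100% = unlabeled Bim-BH3 peptide competitor; inhibitors lower millipolarization by displacing the labeled peptide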
Target sequence (Q07817 whole entry, looked up): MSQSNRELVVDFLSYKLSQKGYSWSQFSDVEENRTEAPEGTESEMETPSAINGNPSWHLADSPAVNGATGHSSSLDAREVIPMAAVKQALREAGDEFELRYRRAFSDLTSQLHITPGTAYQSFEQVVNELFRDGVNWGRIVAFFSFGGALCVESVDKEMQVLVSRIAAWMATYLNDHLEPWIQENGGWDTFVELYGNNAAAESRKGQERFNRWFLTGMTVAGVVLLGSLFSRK
MEX-5 binding = C. elegans MEX-5 TCR-2 RNA binding activity. Q9XUB2. MEX-5/FITC-TCR2 RNA binding, fluorescence polarization; hits give low values. activity score (negative = inhibition of binding), % at 10 µM. 0.38% of 300,000 active;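 active = inhibition past about -25% in most replicates, and total fluorescence under double the plate's negative control median, limit read from the data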;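 also: 0% = DMSO and -100% = 5 µM competing unlabeled TCR2 RNA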
Target sequence (Q9XUB2 whole entry, looked up): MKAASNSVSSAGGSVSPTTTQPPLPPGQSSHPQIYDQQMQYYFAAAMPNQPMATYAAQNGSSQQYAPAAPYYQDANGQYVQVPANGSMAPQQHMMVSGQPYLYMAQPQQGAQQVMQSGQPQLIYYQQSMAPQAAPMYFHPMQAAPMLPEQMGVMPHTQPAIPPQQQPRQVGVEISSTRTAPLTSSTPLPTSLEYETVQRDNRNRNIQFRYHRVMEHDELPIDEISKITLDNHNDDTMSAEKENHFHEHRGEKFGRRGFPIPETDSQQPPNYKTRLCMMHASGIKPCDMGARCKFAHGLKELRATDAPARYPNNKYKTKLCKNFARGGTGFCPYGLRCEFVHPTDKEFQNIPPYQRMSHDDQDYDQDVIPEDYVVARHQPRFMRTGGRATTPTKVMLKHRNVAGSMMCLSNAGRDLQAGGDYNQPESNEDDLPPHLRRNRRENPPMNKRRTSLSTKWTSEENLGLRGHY
Fam108B inh = Fam108B inhibition, counter-screen for RBBP9 inhibitors; 0.33% of 300,000 active; AID 1947; recombinant Fam108B, FP-Rh probe fluorescence polarization; inhibition, % at 9.51 µM;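 active = inhibition above the screen mean inhibition plus 3 SD, computed separately per campaign, cut at about 18% in these data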;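 also: inhibitors lower polarization as less probe binds the enzyme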
GLD-1 TGE inh = GLD-1-TGE RNA interaction inhibition (C. elegans). Q17339. purified GLD-1 + fluorescein TGE RNA, fluorescence polarization. inhibition, % at 5.96 µM. 0.44% of 320,000 active. AID 2280;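 active = percent inhibition above a per-plate cutoff, the plate mean of test compounds plus 3 SD, cut at about 30% in these data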;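 also: 0% = DMSO wells with GLD-1 and probe and 100% = wells lacking GLD-1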
VLA-4 inh = inhibition in a human VLA-4 binding assay; P13612; VLA-4 expressing cells, ligand binding flow cytometry; inhibition, % (about 7 µM as worked out from the volumes in the protocol); 0.2% of 330,000 active; in the data active = inhibition above about 50%
CIT2 TOR yeast = yeast TOR pathway CIT2-GFP modulation; GFP response vs DMSO, % at 10 µM; 0.065% of 320,000 active; S. cerevisiae CIT2-GFP strain, flow cytometry, 3 h; 100 means same as DMSO wells;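 active = GFP response relative to DMSO above a set limit, near the screen mean plus 3 SD, cut at about 150% in these data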;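 also: ratio of well median GFP fluorescence to mean of DMSO wells on the plate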
Numbers without * were called inactive; . = no result given.

canonical_smiles,AGP1-GFP MLPCN,Fam108B inh,MEX-5 binding,GLD-1 TGE inh,CIT2 TOR yeast,GRK2 aptamer HTS,Bcl-xL primary,MCL1-BIM inh,VLA-4 inh
CCOC(=O)c1c(C)[nH]c(C(=O)OCC(=O)Nc2sc(C(=O)N(C)C)c(C)c2C(=O)OCC)c1C,106.6,-1.4,-2.6,3.2,102.8,2.0,2.1,2.5,-0.9
COc1cc(/C=C/c2ccc(O)cc2)cc(OC)c1,94.2,1.6,-1.2,7.8,100.8,3.0,7.1,8.6,2.3
O=C1c2ccccc2C(=O)N1CCCc1nc(-c2ccc(Cl)cc2)no1,99.1,-3.8,-0.2,2.8,96.2,0.0,-0.9,3.5,-9.7
Cc1ccc2nc(C)c(C)nc2c1N,102.4,0.2,-1.4,5.2,98.7,0.0,1.9,-0.6,14.9
CC(C)C(NC(=O)c1ccccc1)C(=O)OCc1cc([N+](=O)[O-])cc2c1OCOC2 (centres undefined),100.0,-1.1,0.6,7.5,100.1,2.0,10.9,6.6,-4.2
O=C(NCc1cccnc1)C(=O)NCC(c1ccco1)N1CCN(c2ccccc2F)CC1 (centres undefined),107.5,1.3,-0.9,-0.3,101.2,0.0,3.2,-1.7,16.0
COC(=O)c1ccc(NC(=S)NC(=O)c2cc(-c3ccccc3)nc3ccccc23)cc1,100.8,-10.3,2.7,6.4,101.4,2.0,-0.9,7.5,5.4
CCOC(=O)c1[nH]c2ccccc2c1NC(C)=O,100.4,2.2,-0.5,4.5,95.1,6.0,3.6,-6.5,67.6*
O=C(CSC1=NCCS1)N1CCN(c2ccccc2)CC1,103.2,-2.2,-1.5,0.2,92.1,2.0,-0.3,5.2,20.7
CCCCCc1cccnc1,90.8,4.7,-3.5,-1.3,100.0,64.0*,9.5,7.7,6.5
CCOC(=O)Cn1c(=O)cnc2ccccc21,99.5,1.8,1.8,2.4,.,0.0,-1.8,1.2,6.5
CCOC(=O)N1CCN(C(=O)Cc2c(C(=O)O)n(C)c3ccccc23)CC1,100.3,-0.8,-2.5,0.5,90.0,5.0,4.7,6.9,14.7
COc1ccc(C(CNC(=O)c2cc(S(=O)(=O)N3CCCC3)ccc2Cl)N2CCCC2)cc1 (centres undefined),104.4,.,.,2.9,107.0,0.0,1.0,1.2,11.8
CCCSc1nc(O)c(C(c2ccc(OC)c(O)c2)c2c(O)nc(SCCC)n(C)c2=O)c(=O)n1C,90.3,2.9,1.2,6.7,84.7,0.0,5.4,0.7,-3.5
CCc1noc(C)c1C(=O)OCC(=O)Nc1ccc2c(c1)OCO2,92.2,.,.,-1.5,89.5,0.0,.,.,6.2

Among those listed so far, these have four or more nitrogen atoms.
canonical_smiles,AGP1-GFP MLPCN,Fam108B inh,MEX-5 binding,GLD-1 TGE inh,CIT2 TOR yeast,GRK2 aptamer HTS,Bcl-xL primary,MCL1-BIM inh,VLA-4 inh
O=C(NCc1cccnc1)C(=O)NCC(c1ccco1)N1CCN(c2ccccc2F)CC1 (centres undefined),107.5,1.3,-0.9,-0.3,101.2,0.0,3.2,-1.7,16.0
CCCSc1nc(O)c(C(c2ccc(OC)c(O)c2)c2c(O)nc(SCCC)n(C)c2=O)c(=O)n1C,90.3,2.9,1.2,6.7,84.7,0.0,5.4,0.7,-3.5

(more compounds)
canonical_smiles,AGP1-GFP MLPCN,Fam108B inh,MEX-5 binding,GLD-1 TGE inh,CIT2 TOR yeast,GRK2 aptamer HTS,Bcl-xL primary,MCL1-BIM inh,VLA-4 inh
c1ccc(C(c2ccccc2)N2CCN(Cc3nc(-c4cnccn4)no3)CC2)cc1,101.1,-3.6,-1.0,0.1,75.8,2.0,0.5,0.8,4.8
O=C(NCCS(=O)(=O)NC1CCCC1)c1ccccc1,90.7,1.4,2.2,1.7,92.9,1.0,-1.1,-7.9,9.1
O=C(Nc1ccc(Cl)cc1)N1CCCN(Cc2ccccc2F)C1,.,-3.0,0.7,0.8,103.3,0.0,4.3,3.5,7.2
COc1cccc(C(=O)NNC(=O)C(=O)Nc2ccc(OC)cc2OC)c1,96.1,-1.4,-2.5,10.1,105.2,0.0,1.5,12.2,-0.7
Cn1c(SCC(=O)CC(=O)Nc2ccccc2)nnc1-c1ccc(O)cc1,102.7,8.7,0.9,-2.6,104.6,3.0,0.6,-5.1,28.9
Cc1c(NC(=S)N/N=C/c2ccc([N+](=O)[O-])cc2O)c(=O)n(-c2ccccc2)n1C,101.6,-0.1,.,0.2,102.2,2.0,11.8,19.6,-5.8
CCn1cc(C(=O)OCC(=O)Nc2ccccc2OC(F)F)c(=O)c2ccc(C)nc21,108.9,.,.,2.7,109.0,0.0,.,.,-4.0
COc1ccc(N2CCN(/C(=N\S(=O)(=O)c3ccc(C)cc3)Nc3nc(C)cc(C)n3)CC2)cc1,104.9,5.3,1.4,3.9,105.4,0.0,3.8,2.5,-3.6
COc1cc(C)ccc1OCCCCNCc1ccccc1,99.7,-4.4,-1.0,-0.3,98.2,0.0,2.8,-6.5,11.4
CCN(CC)CCCN(C(=O)c1ccc(F)cc1)c1nc(-c2ccc(OC)cc2)cs1,110.4,-2.9,-3.0,-6.9,103.8,0.0,-0.4,4.9,8.8
COc1ccc(/C=N/NC(=O)c2ccc(F)cc2)cc1CN1CCc2cc(OC)c(OC)cc2C1C (centres undefined),111.2,-9.6,2.0,-7.0,100.0,0.0,7.7,9.4,2.9
O=C(CN1C(=O)NC2(CCCc3ccccc32)C1=O)N1CCN(c2cccc(C(F)(F)F)c2)CC1 (centres undefined),101.3,.,.,6.9,93.4,1.0,-7.0,0.3,-1.9
CCc1ccc(C(=O)NC(=S)Nc2ccc(N3CCOCC3)cc2)cc1,92.4,4.6,0.4,-0.3,89.5,0.0,7.7,7.4,-0.1
S=C(NCc1ccc(Cl)cc1)Nc1ccccc1,96.4,-6.2,-0.7,4.8,103.3,5.0,0.2,7.0,1.1
COc1cccc(/C=C/C(=O)OCC(=O)N2CCN(S(=O)(=O)c3ccc(Cl)cc3)CC2)c1,97.8,-2.1,0.2,-0.5,114.5,0.0,-0.1,2.2,4.7

Other compounds
canonical_smiles,AGP1-GFP MLPCN,Fam108B inh,MEX-5 binding,GLD-1 TGE inh,CIT2 TOR yeast,GRK2 aptamer HTS,Bcl-xL primary,MCL1-BIM inh,VLA-4 inh
CCn1c(N)c(C(N)=O)sc1=S,104.7,1.1,-0.1,2.5,108.3,1.0,6.7,5.1,3.0
CCC(=O)Nc1cc2c3c(c1)CCN3C(=O)CC2,103.5,0.3,0.2,8.4,102.8,2.0,1.6,0.4,6.9
COc1ccc(CN2CC(C(=O)NCCCN3CCCCCC3)CC2=O)cc1 (centres undefined),103.2,-6.7,-2.6,4.8,109.5,0.0,9.3,9.8,6.2
NC(=O)C1CCN(C(=O)c2ccc3c(=O)n(Cc4ccco4)c(SCC(=O)c4ccccc4)nc3c2)CC1,97.2,0.4,2.2,-5.6,91.2,2.0,0.7,0.2,0.5
Cc1ccc(CSc2ncnc3ccccc23)cc1,103.7,0.1,1.6,-3.7,87.1,0.0,-1.6,-7.6,4.2
C=CCN=C(NC#N)SCC(=O)NC(C)(C)C,99.9,0.0,4.5,-6.7,98.8,1.0,-1.2,7.5,-5.3
COc1ccccc1CNC(=O)[C@@H]1CCCN1S(=O)(=O)c1ccccc1F,99.6,0.0,4.3,5.3,93.0,0.0,1.8,5.7,-4.9
COc1ccc(NC(=O)CN(C)C(=O)C2CC(=O)N(c3cccc4ccccc34)C2)cc1 (centres undefined),112.3,.,.,3.0,96.7,0.0,3.7,1.2,2.2
CCOc1ccc(C(=O)CCN2CCOCC2)cc1,97.2,1.1,-1.3,8.0,110.4,0.0,4.1,3.9,6.0
O=c1cc(N2CCCC2)[nH]c(=O)n1-c1ccc(Cl)cc1,99.2,1.8,2.2,-1.8,97.8,1.0,1.1,1.7,13.4
Cc1ccc(CSCCNC(=O)CN(c2cc(C)ccc2C)S(C)(=O)=O)cc1,102.5,5.3,2.0,-2.5,102.5,2.0,7.4,4.8,9.9
O=C(N/N=C/c1cc(Br)ccc1O)c1cccc(N2CCCC2=O)c1,111.3,0.4,0.2,-4.4,112.8,0.0,7.9,8.3,0.0
O=C(O)C(Oc1ccc2c3c(c(=O)oc2c1)CCC3)c1ccccc1 (centres undefined),97.8,-0.4,-0.1,11.6,95.6,3.0,9.3,6.2,15.0
COc1ccc(C)cc1C1=CC(=O)C[C@H](c2ccc(F)cc2)C1,97.1,.,.,34.2*,100.2,0.0,2.7,4.0,4.0
NC(=O)c1cc2ccccc2o/c1=N\NC(=O)c1ccco1,102.0,1.1,0.1,10.9,98.2,0.0,-2.4,-5.5,6.2

Further structures.
canonical_smiles,AGP1-GFP MLPCN,Fam108B inh,MEX-5 binding,GLD-1 TGE inh,CIT2 TOR yeast,GRK2 aptamer HTS,Bcl-xL primary,MCL1-BIM inh,VLA-4 inh
COc1ccc(N(CC(=O)N/N=C/c2ccc3c(c2)OCO3)S(=O)(=O)c2ccc(NC(C)=O)cc2)cc1,106.3,-6.9,1.6,8.6,100.5,0.0,3.6,-3.5,11.4
O=C(NC(=S)NCc1ccco1)c1ccccc1[N+](=O)[O-],101.0,6.4,-1.8,3.9,102.8,5.0,5.3,9.6,2.5
Cc1ccc(C(=O)NN2CCOCC2)cc1,92.7,0.0,0.6,4.1,95.4,3.0,1.1,6.4,3.1
COc1ccc(NS(=O)(=O)c2ccc3c(c2)n(C)c(=O)n3C)cc1,102.3,3.6,0.3,4.3,101.7,0.0,6.1,5.3,-7.2
CCCC1=[N+](CC)CCn2c(C)ccc21,103.0,0.8,-0.1,-2.5,96.9,1.0,-9.0,-15.4,12.0
O=C(Nc1ccncc1)c1cccs1,92.9,-2.4,.,-2.4,82.7,3.0,8.6,3.5,1.4
Cc1nn(-c2ccccc2)c2c1C(c1cccs1)C(C#N)=C(N)O2 (centres undefined),105.3,0.3,-1.6,10.9,115.9,1.0,10.9,-3.1,10.8
CC(C)c1noc2ncc(C(=O)c3cc(Cl)cc(Cl)c3O)cc12,98.1,-4.7,-1.3,-1.4,87.0,0.0,6.8,-2.6,13.0
O=C(CCCn1c(=O)c2cccn2c2cccnc21)NCc1cccc(Br)c1,96.7,-1.6,-0.3,2.1,94.7,0.0,0.7,3.2,10.6
O=C(NCC(=O)N1CCN(Cc2ccccc2)CC1)c1ccc(Cl)cc1,98.9,5.0,-1.2,-11.3,98.8,0.0,2.8,8.2,-9.9
O=C(CCCN1C(=O)/C(=C/c2cccs2)SC1=S)NNC(=O)c1cccnc1,101.5,-20.4,2.9,-37.5,96.8,0.0,-12.5,-23.9,0.0
Cc1cc(C)cc(N(CC(=O)NC2CCC(C)CC2)S(=O)(=O)c2c(C)noc2C)c1 (centres undefined),99.7,2.6,.,4.7,96.4,0.0,-1.6,5.6,30.6
O=C(Nc1ccccc1)c1ccc(F)cc1F,95.6,-2.5,-0.8,3.3,101.3,0.0,2.2,2.5,4.2
Cc1ccc(-n2cccc2/C=C2\C(=N)N3N=C(C(C)C)SC3=NC2=O)cc1,98.2,-5.8,4.2,3.5,101.0,0.0,-4.2,-9.4,-2.0
O=C(O)CCC(=O)N(Cc1cccs1)Cc1cccs1,106.0,5.5,0.8,5.8,108.3,1.0,7.7,9.4,1.1
Cc1ccc(C)c(NS(=O)(=O)c2ccc3[nH]c(=O)[nH]c3c2)c1,102.3,5.7,-1.8,-1.0,101.7,1.0,1.9,0.8,-17.4
N#CCCC(CCC#N)C1=NCCc2ccccc21,104.3,2.0,2.4,1.8,94.8,0.0,-0.1,-0.2,-1.2
